FXN GAA850 act: increases GAA850 frataxin promoter reporter activity | HEK293 lucGAA850 FXN promoter luciferase reporter, 24 h; percent of 10 µM SAHA response | activation, % at 6 µM | actives 0.56% (n = 360,000);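 active means activation above the average of all compounds screened plus 3 SD, cutoff fixed separately per campaign, cut at about 7.5% in these data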;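 further: 0% = DMSO wells and 100% = 10 µM SAHA wells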
ARFGAP1 inh: inhibitors of rat ARFGAP1 | Arfgap1-stimulated ARF1 GTP hydrolysis, GDP FP detection | AID 651572 | Q62848 | actives 0.26% (n = 360,000) | inhibition, % at 16.5 µM;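 active means inhibition above a per-plate limit, mean inhibition of low control wells plus 3 SD, cut at about 25% in these data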;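 further: 0% = DMSO wells with enzyme and 100% = wells lacking Arfgap1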
Target sequence (Q62848 1-136 limits assumed): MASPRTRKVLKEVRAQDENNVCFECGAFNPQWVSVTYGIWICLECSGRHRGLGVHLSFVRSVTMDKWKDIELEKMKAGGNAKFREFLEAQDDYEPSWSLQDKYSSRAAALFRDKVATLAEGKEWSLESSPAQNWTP
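Replicates: Single well per compound | Assay system: Truncated rat Arfgap1 GAP domain | Control set: No-Arfgap1 wells (100%) versus DMSO full-reaction wells (0%) | Times: Enzyme reaction 120 min at 25 °C after 20 min preincubation | Reagent: Human ARF1(Δ1-17)-GTP substrate | Measured by: Tracer-displacement fluorescence polarization with EDTA stop, 620/688 nm | Measure: Percent inhibition of Arfgap1-stimulated GTP hydrolysis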
KLK7 zymogen act: activators of human kallikrein-7 zymogen | purified proKLK7, EDANS-DABCYL substrate fluorescence; 100% is mature enzyme control, 0% vehicle | activation, % at 7 µM | actives 0.9% (n = 370,000);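 active means activation above the mean of all tested compounds plus 3 SD, computed per campaign excluding outliers beyond control limits, cut at about 13% in these data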
Tn6 DDE FP: disrupts Tn6 cyclic peptide binding to fibrin D-Dimer-E complex. actives 0.21% (n = 370,000). P02675. Fibrin DD(E) TRITC-Tn6 fluorescence polarization displacement. inhibition, % at 8.3 µM. AID 720509;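 active means inhibition above a per-campaign cutoff: mean of compounds within control limits plus 3 SD, cut at about 15% in these data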;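 further: 0% = median of all compound wells on the plate and 100% = blocking peptide control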
NPR2 activator: GC-B (human) receptor activation; P20594; AID 1920062; activation, % at 10 µM; actives 0.11% (n = 370,000); HEK293-GC-B cells, CNP EC30, cGMP TR-FRET; 0% at EC30 CNP, 100% saturating CNP;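 active means activation at 10 µM reaching about 35% in either raw or pattern-adjusted values, limit read from the data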
rCAG RNA binder: molecules binding r(CAG) RNA repeats; AID 651821; actives 1.3% (n = 370,000); r(CAG) RNA repeat, TO-PRO-1 dye displacement fluorescence; inhibition, % at 3 µM;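 active means inhibition above the plate cutoff, the mean of all test compounds on that plate plus 3 SD, cut at about 35% in these data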;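 further: 0% = DMSO alone and 100% = 100 µM mitoxantrone as full dye displacement; higher means more dye released from RNA so lower well fluorescence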
GC-A act: GC-A (human) enzyme activation; actives 0.14% (n = 370,000); AID 1671463; P16066; activation, % at 10 µM; HEK293 GC-A cells, cGMP TR-FRET, EC30 ANP; 0% at EC30 ANP, 100% saturating ANP; in the data active means activation above about 40%
ADAM10 inh: ADAM10 inhibition, QFRET primary screen; O14672; inhibition, % at 7 µM; actives 0.62% (n = 370,000); recombinant ADAM10, EDANS/DABCYL FRET peptide cleavage, 3 h;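 active means inhibition above a per-campaign cutoff equal to the mean of compounds falling between control-based bounds plus 3 SD, cut at about 20% in these data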;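 further: 0% = DMSO wells while the 100% control is not disclosed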
ASAP1 inh: ASAP1 ArfGAP inhibition. ASAP1-stimulated ARF1 GTP hydrolysis, GDP FP detection. AID 624377. inhibition, % at 16.5 µM. Q9ULH1. actives 0.19% (n = 360,000); in the data active means inhibition above about 25%;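 further: 0% = vehicle with enzyme and substrate and 100% = no enzyme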
Target sequence (Q9ULH1 325-724 limits assumed): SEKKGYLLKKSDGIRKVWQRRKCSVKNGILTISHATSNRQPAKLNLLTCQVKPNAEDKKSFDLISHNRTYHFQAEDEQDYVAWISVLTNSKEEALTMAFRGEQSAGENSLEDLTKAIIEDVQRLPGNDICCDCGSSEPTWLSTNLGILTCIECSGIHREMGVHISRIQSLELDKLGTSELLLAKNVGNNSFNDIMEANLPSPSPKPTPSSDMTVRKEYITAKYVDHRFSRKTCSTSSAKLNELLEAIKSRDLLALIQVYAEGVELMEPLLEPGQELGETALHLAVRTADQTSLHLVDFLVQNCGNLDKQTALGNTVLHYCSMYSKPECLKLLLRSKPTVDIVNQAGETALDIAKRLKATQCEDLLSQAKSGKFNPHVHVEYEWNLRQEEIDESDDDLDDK
sPLA2-III inh: Blocks human group III sPLA2 activity; Q9NZ20; QFRET BODIPY PC-A2 liposome hydrolysis, fluorescence; inhibition, % at 12.2 µM; actives 0.56% (n = 370,000); AID 743126;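 active means inhibition above mean plus 3 SD of compounds lying within the high and low control bounds, cut at about 19% in these data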;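 further: 0% = median of test compound wells and 100% = no enzyme DMSO wells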
Target sequence (Q9NZ20 whole entry, looked up): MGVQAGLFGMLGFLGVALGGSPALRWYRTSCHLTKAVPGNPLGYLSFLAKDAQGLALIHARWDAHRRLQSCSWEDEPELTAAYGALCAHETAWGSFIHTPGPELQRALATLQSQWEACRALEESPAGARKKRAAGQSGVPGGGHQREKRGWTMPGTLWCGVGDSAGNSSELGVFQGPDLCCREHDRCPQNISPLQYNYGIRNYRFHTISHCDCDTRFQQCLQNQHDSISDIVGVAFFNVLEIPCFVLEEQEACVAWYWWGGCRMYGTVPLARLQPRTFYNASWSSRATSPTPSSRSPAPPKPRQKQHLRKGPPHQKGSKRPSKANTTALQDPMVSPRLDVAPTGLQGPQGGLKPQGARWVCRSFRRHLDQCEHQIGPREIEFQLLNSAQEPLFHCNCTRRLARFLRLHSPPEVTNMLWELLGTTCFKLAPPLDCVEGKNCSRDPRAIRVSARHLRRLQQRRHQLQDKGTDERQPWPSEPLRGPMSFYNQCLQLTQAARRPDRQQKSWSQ
* = called active by the depositor; i = inactive; . = no result given.

Each structure is followed by: FXN GAA850 act	ARFGAP1 inh	KLK7 zymogen act	Tn6 DDE FP	NPR2 activator	rCAG RNA binder	GC-A act	ADAM10 inh	ASAP1 inh	sPLA2-III inh
- CCSc1nc2ccccc2n1CCOc1ccccc1
  5.1	0	-0.5	1	-1	-3	18	1	2	-3
- O=C(NC(Cc1c[nH]c2ccccc12)c1nnc2n1CCCCC2)c1ccccc1 (configuration not stated)
  4.1	-7	-0.1	-3	-2	0	0	6	10	-21
- CCOc1ccc(C)cc1S(=O)(=O)NC1CCCCC1
  -0.9	0	0.2	9	-5	-3	-10	0	8	-3
- O=C(Cc1ccccc1)NNc1c2ccccc2nc2ccccc12
  0.1	17	1.1	-3	-2	1	2	-389	16	-8
- Cc1ccc(-n2nc3c(=O)n(CC(=O)NCCc4ccccc4C)nc(C)c3c2C)cc1
  -0.8	9	0.5	3	4	-7	1	-4	2	-1
- CCOC(=O)c1sc(=S)n(CC)c1NC(=O)C1CC1
  2.5	-9	-0.1	-3	0	-2	-3	4	-6	8
- O=C(CSc1nnnn1C1CCCC1)N1CCOCC1
  3.0	1	0.2	2	3	-1	4	-1	-17	6
- Cc1cccc(C2c3[nH]c4ccccc4c3CCN2C(=O)c2ocnc2C)n1 (configuration not stated)
  0.2	8	0.6	-1	1	-6	-6	-6	-1	-11
- Fc1ccc(C(c2nnnn2C2CCCCC2)N2CCCC2)cc1 (configuration not stated)
  1.8	4	0.7	-4	4	-1	-3	1	-6	9
- CCC(=O)Nc1c(OC(=O)CC)ccc2c(C)cc(=O)oc12
  0.0	12	273*	5	-6	1	-2	i	-12	2
- O=C(C/C=N/OCc1ccc(Cl)cc1Cl)c1ccc(Cl)cc1
  -0.8	13	0.3	0	0	2	2	13	8	3
- Cc1c(C2OC(=O)C3(CCCCC3)C(=O)C2(C)C)c(=O)n(-c2ccccc2)n1C (configuration not stated)
  1.9	6	0.2	1	2	-10	-4	-13	1	6
- CC(C)c1nc(CNC(=O)CC2C(=O)NCCN2Cc2ccc(F)cc2Cl)cs1 (configuration not stated)
  2.8	1	1.0	-4	-6	-7	-4	-9	14	1
- CN(C)S(=O)(=O)c1ccc(NC(=O)COC(=O)c2n[nH]c3ccccc23)cc1
  -3.9	4	0.1	-13	-7	9	-3	7	-3	-57
- CCn1c(SCC(=O)N2CCCCC2C)nc2c1c(=O)n(C)c(=O)n2C (configuration not stated)
  1.2	1	-0.6	-1	4	-1	2	5	-5	-4
- O=C(Nc1cccc2nsnc12)c1cc2c(cc1Cl)Sc1nccn1S2(=O)=O
  0.0	9	8.6	2	3	26	-1	-36	-9	-6
- CN1CCCC1(C)C(=O)NCc1ccc(F)cc1Cl (configuration not stated)
  -0.5	-1	-0.5	4	0	2	6	-4	-12	-1
- O=C(O)Cn1c2c(c3ccccc31)CCCC2
  -4.6	8	0.0	-3	4	14	-2	-80	2	7
- Cc1cccn2c(=O)c3cc(C(=O)NC(C)c4ccccc4)c(=N)n(CCCn4ccnc4)c3nc12 (configuration not stated)
  -0.5	-1	7.7	10	-4	4	13	i	0	-6
- OC[C@@H]1CN(Cc2ccncc2)C[C@H](n2cnc3c(NC4CCCC4)ncnc32)O1
  2.9	-10	0.1	2	-7	1	1	-18	-3	21*
- O=C(N/N=C/c1ccccc1C(=O)O)c1ccccc1Br
  0.8	-15	0.2	3	3	-2	1	-4	2	-1
- COc1ccc(CNC(=O)C(C)N2C(=O)NC3(CCCCCCC3)C2=O)cc1 (configuration not stated)
  0.0	-4	0.8	-8	-1	-4	0	0	-9	6
- Cc1ccc(-n2nnnc2SCC(=O)Nc2cccnc2Cl)cc1
  0.1	-7	0.1	-9	1	5	5	1	-16	3
- CCC(=O)NC(=S)NNC(=O)c1ccc(OC)cc1
  -1.3	6	0.0	-1	1	-1	-5	0	3	7
- COc1ccccc1OCCCC(=O)Nc1ccc(N2CCOCC2)cc1
  0.0	8	-0.2	-6	0	-5	2	-1	13	-1
- COc1ccc([N+](=O)[O-])cc1C(=O)C(=O)c1ccccc1
  2.1	-5	-0.8	-1	3	3	-1	6	-3	-4
- CCO[C@@H]1OC(C(=O)Nc2ccccc2)=C[C@H](c2csc3ccccc23)[C@H]1CCCO
  0.8	7	0.4	0	-19	0	-6	13	0	-14
- CC(C)(C)c1cc(=O)n(-c2ccccc2)[nH]1
  0.0	29*	-0.2	9	-4	4	4	1	4	-2
- Cc1ccc(NC(=O)C(C)c2ccc(-c3ccccc3)c(F)c2)cc1 (configuration not stated)
  0.2	6	0.3	-8	-4	6	2	19	7	-17
- O=C(Nc1ccccc1)C(Cc1ccccc1)c1ccccc1 (configuration not stated)
  0.9	9	0.2	-8	-10	1	-4	15	-5	-30

Some of the entries above, reformatted.
Structure,FXN GAA850 act,ARFGAP1 inh,KLK7 zymogen act,Tn6 DDE FP,NPR2 activator,rCAG RNA binder,GC-A act,ADAM10 inh,ASAP1 inh,sPLA2-III inh
CC(C)(C)c1cc(=O)n(-c2ccccc2)[nH]1,0.0,29*,-0.2,9,-4,4,4,1,4,-2
Cc1ccc(NC(=O)C(C)c2ccc(-c3ccccc3)c(F)c2)cc1 (configuration not stated),0.2,6,0.3,-8,-4,6,2,19,7,-17

The listing continues:
Each structure is followed by: FXN GAA850 act	ARFGAP1 inh	KLK7 zymogen act	Tn6 DDE FP	NPR2 activator	rCAG RNA binder	GC-A act	ADAM10 inh	ASAP1 inh	sPLA2-III inh
- CCOc1nc(NC2CCCCC2)nc(NC(C)(C)C)n1
  1.0	2	0.0	-5	2	-7	0	8	-18	5
- COc1cccc(CN2CC(C(=O)NCCCc3ccncc3)CCC2=O)c1 (configuration not stated)
  2.5	-6	0.0	8	0	-6	-1	-1	6	-3
- CN(CCc1ccccn1)C(=O)CCC1CCCN(C(=O)c2c(F)ccc(F)c2F)C1 (configuration not stated)
  -0.2	1	-0.7	-4	-1	-10	0	-8	2	7
- COc1ccccc1CNC(=O)CSc1ccc(-c2cccc([N+](=O)[O-])c2)nn1
  1.8	2	0.1	1	4	-3	1	-4	1	-4
- CCOC(=O)CCNC(=O)N1CCCC(C(=O)c2cccc(Cl)c2)C1 (configuration not stated)
  3.7	1	0.4	3	10	-7	3	-6	-6	-1
- Cc1ccsc1/C=N/NC(=O)CC(=O)NCC(C)C
  -2.5	8	0.7	6	3	2	2	-7	3	-2
- O=C(c1ccc2oc(CCCc3ccccc3)nc2c1)N1CCCC(CCCO)C1 (configuration not stated)
  2.4	5	0.6	2	6	-12	2	-2	4	-26
- O=C(CSc1cccc[n+]1[O-])c1ccc(Cl)s1
  4.1	-11	-0.4	-4	-5	0	-2	-4	-7	-16
- O=[N+]([O-])c1ccc2ncnc(N3CCN(Cc4ccc5c(c4)OCO5)CC3)c2c1
  -6.0	8	-0.6	-4	-2	6	-1	-5	6	-1
- C[C@H]1CN([C@@H](C)CO)C(=O)Cc2cc(NC(=O)Cc3ccccc3)ccc2O[C@H]1CN(C)S(=O)(=O)c1cccs1
  4.6	-9	0.0	4	2	-3	1	7	7	-31
- CCOC(=O)C1=C(C(F)(F)F)Nc2ncnn2C1c1cc(OC)ccc1OC (configuration not stated)
  1.8	1	-0.4	1	-5	-6	-6	-7	1	18
- O=S(=O)(Nc1nccs1)c1ccc(NCc2cc(Br)cc(Br)c2O)cc1
  2.9	-10	0.5	7	9	58*	7	13	-1	-9
- COc1ccc(OC)c2c(C)cc(N3CCCN(C)CC3)nc12
  -0.8	7	12	0	-5	-1	-1	-276	-3	-8
- CCn1c(SCC(=O)N2CCN(c3ccc(F)cc3)CC2)nnc1-c1ccncc1
  -1.1	1	-0.4	8	11	-5	-4	-5	5	0
- N#CC(c1ccc(F)cc1)c1ccc(C(=O)c2ccc(F)cc2)cc1 (configuration not stated)
  3.9	-1	0.1	0	-4	1	-1	10	8	10
- C=CCSc1nc(C)c(CC(=O)OCCCC)c(=O)[nH]1
  -0.7	1	0.3	6	4	-3	1	-11	-10	-2
- O=C(CNC(=O)C1CCCCC1)Nc1cc(Cl)ccc1Cl
  1.0	15	0.5	0	-3	3	-1	10	-4	3
- COc1ccc(NC(=O)C2(C)CCN2C(=O)CC2CCCC2)cc1OC (configuration not stated)
  2.5	-1	-0.5	-2	-1	-2	1	-3	-4	8
- COc1ccc(C(=O)NCc2n[nH]c(=S)n2-c2ccccc2)cc1OC
  1.5	15	0.2	1	1	3	0	-4	-7	2
- CCNC(=O)C1(C)CCN(Cc2cccc(Oc3ccccc3)c2)C1 (configuration not stated)
  -1.2	-4	-0.2	-1	1	-2	-3	-5	-8	-3
- Cc1sc2nc(C3CC3)nc(N3CCN(S(=O)(=O)c4ccc(F)cc4)CC3)c2c1C
  1.3	6	-0.1	4	-7	6	-3	2	-18	-3
- COc1ccc(CNc2ncc(-c3ccc(F)cc3)n2C)c2ccccc12
  -10	-2	-0.1	3	3	5	-1	2	-10	-14
- COc1ccc(-n2c(NCCN(C)C)nc3sc4c(c3c2=O)CCCCC4)cc1
  0.7	6	-0.1	-4	-2	-6	4	-4	-12	-4
- Cc1cc(C)c(S(=O)(=O)c2ccc(Cl)cc2)c(=O)[nH]1
  0.6	-3	-0.4	0	6	-2	3	-5	-2	9
- Cc1nnc2c(NCCC(C)C)nc3ccccc3n12
  3.1	-9	-0.4	-1	11	-2	12	-2	5	7
- NC(=O)C1CCN(c2nc(-c3ccc(Br)cc3)cs2)CC1
  3.9	1	-0.5	-12	-5	-4	5	3	6	23*
- N#CCc1c(C#N)c(N)nc(N2CCN(S(=O)(=O)c3ccccc3)CC2)c1C#N
  2.7	2	-21	5	3	14	8	-159	8	-17
- Cc1cccc(Nc2nc(-c3cccs3)cs2)n1
  7.7*	2	1.5	2	-8	11	19	-21	7	2
- Cn1cnnc1Sc1ccc(C(=O)OCC(=O)NC2CC2)cc1[N+](=O)[O-]
  1.1	-9	0.2	2	-5	0	3	-5	14	-1
- O=C(NC1CCCC1)C(c1ccc(F)cc1)N(Cc1ccc(F)cc1)C(=O)c1ccn[nH]1 (configuration not stated)
  -6.3	12	0.5	7	3	-5	-9	11	2	-3
- NC(=O)[C@@H]1CCCN1C(=O)c1ccc2nc(Cc3cccc(Cl)c3)oc2c1
  -0.3	-4	-0.1	-6	3	-4	2	-5	4	-10
- COc1nc(N2CCOCC2)nc(C)c1[N+](=O)[O-]
  1.3	9	-0.7	-4	0	0	-1	7	-15	-1
- CCOc1ccc(S(=O)(=O)N2CCC(C(=O)Nc3ccc(C)c(S(=O)(=O)N4CCOCC4)c3)CC2)cc1
  0.9	8	0.1	1	-1	4	-1	17	2	-41
- COc1ccc([C@@H]2[C@@H]3C(=O)N(C(C)(C)C)C(=O)[C@@H]3[C@]3(C)C(=O)N(c4ccc(C)cc4)C(=O)N23)cc1
  2.4	1	-0.3	-6	4	-5	1	2	0	-15
- CC1=CC(O)(c2ccccn2)P(=O)(c2ccccc2)C=C1C (configuration not stated)
  .	6	-0.6	-1	2	0	5	-11	8	6
- COC(=O)c1ccc(-c2cc(C(=O)O)c3cc4c(cc3n2)OCCO4)cc1
  0.1	-1	7.8	8	-2	0	-2	i	-9	4

High-throughput results (PubChem)
